Nrf2 activator – activates Nrf2 signaling; Potency, µM (doses to about 46.1 µM), for inactives: at the top dose activation, actives largely listed as activators; AREc32 ARE-luciferase reporter (MCF7-derived line), luminescence, 24 h; 410,000 compounds, 0.31% hits; further: potency means the concentration at half of the fitted maximal effect; % of control where 0% means no effect; nearly all actives have a fitted effect of over 65% in size
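Luciferase luminescence (Steady-Glo, 30 min at room temperature) served as the read-out of ARE activation in AREc32 cells treated with compounds for 24 hr at 37 deg C.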
IL1B secr inh – inflammasome signaling inhibition, IL-1 beta readout; activity change, % at 57.5 µM; THP-1 LPS/ATP IL-1B secretion, AlphaLISA, 16 h; active compounds read low; AID 743279; 360,000 compounds, 4.7% hits; in the data active means activity change below about -50%; inconclusive means mostly about -30% to -49%; further: on the % scale 0 is the no-effect control and ±100 the full control effect
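Secreted IL-1B measured by AlphaLISA bead assay after 16 h compound exposure of THP-1 cells; compounds (final up to 57.5 uM) added 1 h before LPS (250 ng/mL) and ATP (1.25 mM) stimulation; lower signal means less secretion.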
ATXN2 expr inh – inhibitors of ATXN2 expression | AID 1745845 | Potency, µM (series often up to 57 µM), for the others: at the top dose activity change, negative = inhibition, hits mostly inhibitors | HEK-293 ATXN2-luciferase reporter, luminescence, 24 h | 360,000 compounds, 0.72% hits; further: potency means the concentration at half of the fitted maximal effect; on the % scale 0 is the no-effect control and ±100 the full control effect; nearly all actives have a fitted effect of over 55% in size
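ATXN2-luciferase reporter cells (luciferase flanked by upstream and downstream ATXN2 gene portions) were treated 24 h at 37 °C with compounds at up to 57 uM. SteadyGlo luminescence gave expression; GF-AFC fluorescence gave viability.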
MCF10A rereplic – induces DNA re-replication in MCF 10a normal breast cells. MCF 10A DNA re-replication, Hoechst nuclear intensity, 48 h. Potency, µM (highest dose often 46.1 µM), for the others: at the highest dose activity, positive = re-replication, usual class: activators. 350,000 compounds, 2.9% hits. AID 624296; further: potency means the concentration at half of the fitted maximal effect; % of control where 0% means no effect; nearly all actives have a fitted effect of over 50% in size
Nrf2 inh – inhibitors of Nrf2 signaling. A549 ARE-Fluc reporter, luciferase luminescence, 18-24 h. Potency, µM (highest dose often 46 µM), without a hit: at the top dose activity change, negative = inhibition, actives largely listed as inhibitors. 360,000 compounds, 2.1% hits. AID 504444; further: potency means the concentration at half of the fitted maximal effect; on the % scale 0 is the no-effect control and ±100 the full control effect; nearly all actives have a fitted effect of over 60% in size
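Reporter: ARE-Fluc in A549. Exposure: 18-24 h, 37 °C, 5% CO2, 5% FBS OPTI-MEM. Readouts: fluorescent cytotoxicity (CellTiter-Fluor), then luminescent Nrf2 signal after BugLite.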
HepG2 viability – counter-screen for TGF-b inhibitors: cytotoxicity in HepG2 cells | AID 588856 | HepG2 CAGA-GFP viability, ATP luminescence, 18 h | Potency, µM (doses to about 46.1 µM), for inactives: top-dose activity change, negative = cytotoxicity, hits mostly cytotoxic | 410,000 compounds, 0.76% hits; further: potency means the concentration at half of the fitted maximal effect; some results filed as inactive show a strong effect at the top dose
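HepG2 CAGA-GFP cells (1000/well, DMEM with 1% FBS) received compound, then TGF-beta at 500 pg/mL final, and were incubated 18 hours at 37 degrees C. Viability was read by CellTiter-Glo luminescence. Media-only wells were set as complete cell-killing and DMSO as no toxicity.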
A549 viability – kills or reduces viability of A549 cells in Nrf2 counter-screen. A549 ARE-Fluc cells, CellTiter-Fluor viability, 18-24 h. Potency, µM (highest dose often 46 µM), for inactives: top-dose activity change, negative = cytotoxicity, hits mostly inhibitors. 390,000 compounds, 0.16% hits. AID 504648; further: potency means the concentration at half of the fitted maximal effect; on the % scale 0 is the no-effect control and ±100 the full control effect
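A549 ARE_Fluc cells in 5% FBS OPTI-MEM were exposed to compounds in concentration-response for 18-24 h at 37 deg C. Viability was read by CellTiter-Fluor fluorescence (Ex 405/Em 525) after 30 min, before the luciferase read.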
S2 tox – viability counter-screen for ATXN expression inhibitors; 400,000 compounds, 0.49% hits; AID 651635; Potency, µM (highest dose often 56.7 µM), usual class: cytotoxic; S2 cells (HEK-293 line with an ATXN2-luciferase reporter) viability, CellTiter-Fluor protease fluorescence, 24 h; further: potency means the concentration at half of the fitted maximal effect; nearly all actives have a fitted effect of over 40% in size
TGFb inhibitor – inhibitors of TGF-b signaling; Potency, µM (doses to about 46.1 µM), without a hit: at the top dose activity, negative = inhibition, most hits filed as inhibitors; 410,000 compounds, 1.2% hits; HepG2 CAGA-GFP TGF-b/SMAD3 reporter, GFP fluorescence, 18 h; TGF-beta stimulated, 500 pg/mL final; further: potency means the concentration at half of the fitted maximal effect; on the % scale 0 is the no-effect control and ±100 the full control effect; nearly all actives have a fitted effect of over 65% in size
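HEPG2 CAGA-GFP reporter cells (1000/well, DMEM with 1% FBS) received compounds, then recombinant TGF-beta at 500 pg/mL final for 18 hours at 37 degrees C. Per-cell GFP summed per well was normalised to unstimulated and stimulated DMSO controls before curve fitting.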
Active calls of the source: *; i = inactive; u = inconclusive; x = not tested or not shown; & = joins results of further samples; [ ] = remark or other dose. Unless noted, the call rests on the fitted dose curve; in most records, active means well fitted curve in the direction sought with a large enough effect; inconclusive means small, poorly fitted or top-dose-only effect, or another doubt; inactive means no such curve, though single readings can be large; an effect the other way counts as inactive or inconclusive.

SMILES	Nrf2 activator	IL1B secr inh	ATXN2 expr inh	MCF10A rereplic	Nrf2 inh	HepG2 viability	A549 viability	S2 tox	TGFb inhibitor
CCN(CC)S(=O)(=O)c1cccc(-c2nnc(SCCOc3ccc(Cl)cc3)o2)c1	0.1%	-10	-23%	20%	-11%	-8%	2%	i	-30%
O=C(Nc1ccc(Cl)cc1)c1sccc1-n1cccc1	11µM*	-1	7%	3%	u	-16%	11%	i	-5%
OCc1ncc(-c2ccccc2)s1	-1.5%	19	x	26%	u	22%	4%	i	1%
O=C(O)CCC(=O)Nc1ccccc1N1CCOCC1	-0.5%	-10	2%	0%	3%	1%	-2%	i	13%
C=Cc1ccc(Cn2c(C(=O)O)c(CNCc3cc(Br)ccc3OC)c3ccc(C)cc32)cc1	4.5%	x	12%	x	u	6%	10%	i	-22%
Cc1c(C(=O)NCc2ccc(C#N)cc2)sc(=O)n1Cc1ccc(C(=O)N(C)C)cc1	-0.5%	-8	-1%	x	x	-16%	x	i	-7%
CC(C)c1ccc(NC(=O)CC2Oc3ccccc3NC2=O)cc1 (stereo not given)	3.4%&5.2%	2	x	0%	-6%&7%	-38%&-33%	2%&2%	u	-28%&-11%
COC(=O)CCNC(=O)N1CCN(c2nnc(C)c3c(C)n(-c4ccc(Cl)cc4)nc23)CC1	-0.9%	x	-13%	x	-9%	9%	-10%	i	-2%
O=c1nccc(Nc2ccccc2)[nH]1	0.2%	-11	x	-2%	0%	0%	-3%	i	4%
O=C(COC(=O)c1ccc(Br)o1)Nc1ccc(S(=O)(=O)N2CCCC2)cc1	0.1%	-7	5%	1%	13%	-1%	-7%	i	-6%
O=C(Nc1cccc(Cl)c1Cl)c1ccc2c(c1)N(Cc1cccc(Cl)c1)C(=O)c1ccccc1S2(=O)=O	0.1%	x	1%	x	16%	-55%	5%	i	-8%
CCN(CC)C(=O)C(=O)c1c(-c2ccccc2)[nH]c2ccccc12	-0.5%	-4	4%	7%	9%	-1%	-17%	u	u
O=C(Cc1cccc(NC(=O)C2CCN(C(=O)C3CCC3)CC2)c1)Nc1cccc(C(=O)N2CCCCC2)c1	-1.0%	4	0%	-21%	5%	5%	-2%	i	-26%
COc1ccccc1NC(=O)c1sc2nc3c(cc2c1N)CN(Cc1ccccc1)CC3	4.4%	x	x	x	u	-2%	20%	x	7%
COc1ccc(-c2c(C#Cc3ccsc3)c3cc(Br)ccc3n2C)cc1	5.8%	9	-12%	u	1%	2%	1%	i	-11%
Cc1nn(Cc2cccc(C(=O)NC(C)c3ccc(C(C)(C)C)cc3)c2)c(C)c1[N+](=O)[O-] (stereo not given)	0.8%	-8	-14%	u	x	-5%	1%	i	-14%
Cc1ccc(Cn2c(CN3CCC(C(=O)NCc4cccnc4)CC3)cc3ccccc32)cc1	3.9%	x	u	x	x	11µM*	1%	x	u
CCN1CCc2c(sc(NC(=O)c3ccc(S(=O)(=O)N4CCOCC4)cc3)c2C(N)=O)C1	0.0%	u	-22%	0%	9%	-4%	-5%	u	3%
Cc1ccc(Nc2c(-c3ccco3)nc3nc(C)cc(C)n23)cc1	5.9%	5	-30%[11.3 µM]	-8%	u	19%	3%&1%	i	-3%
O=C(CCS(=O)(=O)c1ccc(F)cc1)N1CCN(c2ccccc2)CC1	0.7%	2	34%[activator]	-1%	7%	-2%	-13%	i	3%
O=C(Nc1cccc([N+](=O)[O-])c1)c1ccc(N2CCCC2=O)cc1	0.5%	-1	x	-6%	u	-29%	-1%	i	1%
CNc1nc(-c2ccccc2)cc(-c2ccccc2)n1	9.3%	-2	x	-2%	-25%	-10%	-1%	x	-1%
Cc1ccc(-c2nc(C(=O)NCC3CCCO3)cc3c2[nH]c2ccccc23)cc1 (stereo not given)	3.5%	-60*	u	15%	u	-31%	-18%	u	-5%
Cc1ccc(/C(N)=N/OC(=O)Cc2cccc3ccccc23)cc1	3.1%	-1	-13%	u	20%	-3%	15%	i	-9%
CCOC(=O)c1sc(NC(=O)C(C)Sc2nnc(N)s2)nc1C (stereo not given)	9.4%	-6	x	u	-16%	17%	2%	i	4%

Additional records follow.
SMILES	Nrf2 activator	IL1B secr inh	ATXN2 expr inh	MCF10A rereplic	Nrf2 inh	HepG2 viability	A549 viability	S2 tox	TGFb inhibitor
COC(=O)c1cc(=O)n(Cc2ccc(F)cc2)c(=Nc2ccccc2)s1	u	u	x	u	-21%	-40%	3%	i	u
CN(CC(=O)Nc1ccc(F)cc1)C(=O)C1CCN(C(=O)Nc2ccccc2)CC1	0.0%	7	x	12%	0%	-16%	-2%	i	0%
Cn1cc(S(=O)(=O)N2CCc3ccccc32)cc1C(=O)Nc1ccc(C(F)(F)F)cc1	0.4%	x	x	x	u	-35%	u	x	u
Cc1cc(N2CCCC2=O)c(N)cc1N	0.0%	-4	-9%	11%	-16%	-25%	5%[1.84 µM]	i	1%
COc1ccc(C(=O)/C=C/c2ccc(N3CCCCC3)c([N+](=O)[O-])c2)c(OC)c1	13µM*	u	u	12µM*	u	-67%	-22%	u	0%
CC(=O)N1c2c(cc(Br)cc2S(=O)(=O)Nc2ccccc2C)CC1C (stereo not given)	-0.4%	x	-9%	x	-11%[9.27 µM]	-2%	14%	i	-29%
CC1CCC(=NNC(=O)Cc2cccn2C)CC1 (stereo not given)	1.6%	31	-5%	-20%	1%	8%	0%	u	10%
CCc1cc(C(=O)OC)c(NC(=O)CN2CCN(C(=O)c3ccco3)CC2)s1	-0.6%	0	-36%	6%	u	-9%	13%	i	-10%
NS(=O)(=O)c1cccc(NC(=O)CSc2nnc(C3CC3)n2-c2ccccc2)c1	2.0%	29	0%	-9%	-4%	-1%	-8%	i	12%
Cc1cc(C)c(NC(=O)COC(=O)/C=C/c2cccs2)c(C)c1	-0.5%	11	1%	4%	9%	-35%	1%	i	0%
CCOc1ccc2ccccc2c1C(=O)N1CCN(c2ccccc2)CC1	-0.3%	22	-21%	13µM*	-52%	-15%	-13%	u	4%
CCCC(C)NC(=O)CSc1nnc(-c2c[nH]c3ccccc23)o1 (stereo not given)	2.6%	10	-33%	0%	1%	5%	-3%	i	u
O=C(NCCN1CCN(c2ccccc2)CC1)C1CCN(S(=O)(=O)c2cccc3nonc23)CC1	0.5%	10	-6%	0%	x	3%	u	i	-4%
COc1ccc(CCNc2ccc(N3C(=O)CC(C)C3=O)cc2[N+](=O)[O-])cc1OC (stereo not given)	2.5%	24	-38%	0%	15µM*	-22%	-30%	u	-20%
COC(=O)N1C(=O)[C@](c2ccc(OC)cc2)(C(C)C)N1C(=O)OC	u	-92*	7%	u	-7%	-25%	-5%	u	u
O=C(NC(=S)Nc1cccc(NC(=S)NC(=O)c2ccccc2)c1)c1ccccc1	15%	32	18%	-23%	u	-13%	-10%	i	-7%
Cc1ccc(S(=O)(=O)N(Cc2ccccc2)Cc2ccco2)cc1	0.9%	2	-6%	u	-29%	2%	7%	i	0%
CN1CCN(C(=O)c2cc3c(c(-c4cccc(-c5cccnc5)c4)n2)[C@@H](CCO)N(C(=O)CC2CC2)C3)CC1	-0.3%	-23	9%	x	x	x	x	i	x
Cc1c(OCc2ccccc2)cccc1OCc1ccccc1	-1.3%	6	25%	-2%	22%	-2%	-3%	i	-20%
COc1cc(NC(=O)CSc2nc3c(c(=O)n(C)c(=O)n3C)n2C)cc(OC)c1	2.4%	5	-8%	-4%	4%	1%	1%	i	2%
Cc1cc(NCCCN2CCOCC2)n2c(nc3ccccc32)c1C#N	-0.2%	-21	23%	u	-16%	-22%	-6%	i	-11%
O=C(Nc1ccc(Cl)cc1C(F)(F)F)C(Sc1nnc(-c2cccs2)o1)c1ccccc1 (stereo not given)	2.7%[9.22 µM]	-12	23%	1.6µM*	0%	-36%	-6%	i	u
CCCN(CC(=O)Nc1ccc(Cl)cc1Cl)C(=O)/C=C/c1cccc([N+](=O)[O-])c1	2.1%	u	-20%	15%	-23%	13%	1%	i	u
CCNC(=O)C1CC(=O)N(Cc2ccc3c(c2)OCO3)C(=Nc2ccc(OCC)cc2)S1 (stereo not given)	-0.6%	6	-7%	16%	5%	1%	3%	i	-16%
COCCCNC(=O)C1CCN(c2nc(C)cc(C)n2)CC1	0.0%	32	-6%	7%	0%	11%	1%	i	-11%
NC(=O)c1cc([N+](=O)[O-])ccc1NCc1cccnc1	0.5%	28	-26%	2%	u	6%	u	u	-1%
N#CC1(NC(=O)COC(=O)c2ccccc2[N+](=O)[O-])CCCCC1	0.4%	16	28%	0%	18%	1%	-6%	u	3%
O=C(CN1CCN(C(=O)c2cccs2)CC1)Nc1ccc(Br)cc1	4.9%	13	-14%	1%	8%	-13%	-7%	i	-3%
O=C(Cn1c(=O)n(-c2cccc(Cl)c2)c(=O)c2sc3ccccc3c21)N1CCCC1	-0.5%	x	-12%	x	u	-17%	-19%	u	-22%
Cc1cccc2c1-c1sc(C(=O)Nc3nccs3)cc1CO2	4.0%	33	1%	3.7µM*	u	0%	7%	x	-13%

Arranged by count of non-hydrogen atoms (falling): some entries from above
SMILES	Nrf2 activator	IL1B secr inh	ATXN2 expr inh	MCF10A rereplic	Nrf2 inh	HepG2 viability	A549 viability	S2 tox	TGFb inhibitor
Cn1cc(S(=O)(=O)N2CCc3ccccc32)cc1C(=O)Nc1ccc(C(F)(F)F)cc1	0.4%	x	x	x	u	-35%	u	x	u
COc1ccc(CCNc2ccc(N3C(=O)CC(C)C3=O)cc2[N+](=O)[O-])cc1OC (stereo not given)	2.5%	24	-38%	0%	15µM*	-22%	-30%	u	-20%
CCCN(CC(=O)Nc1ccc(Cl)cc1Cl)C(=O)/C=C/c1cccc([N+](=O)[O-])c1	2.1%	u	-20%	15%	-23%	13%	1%	i	u
N#CC1(NC(=O)COC(=O)c2ccccc2[N+](=O)[O-])CCCCC1	0.4%	16	28%	0%	18%	1%	-6%	u	3%
CC1CCC(=NNC(=O)Cc2cccn2C)CC1 (stereo not given)	1.6%	31	-5%	-20%	1%	8%	0%	u	10%

High-throughput results from PubChem.
